# SARS 3CLpro inh = SARS-CoV 3CLpro protease inhibition; 290,000 compounds, 0.14% hits; recombinant SARS-CoV 3CLpro, quenched FRET peptide cleavage; P0C6X7; AID 1706; inhibition, % at 6 µM; in the data active means inhibition above about 12%
# PriA SSB inh = blocks PriA binding to SSB C-terminal tail; AlphaScreen SSBct-PriA binding, biotinylated peptide; inhibition, % at 33 µM; 430,000 compounds, 0.6% hits; in the data active means inhibition mostly above about 37%, no sharp cut-off; inactive means mostly below about 20%;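 further: plate controls were negative control peptide for no effect and reference peptide for full effect; strong numbers were not always called active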
# Y pestis TopoI = Y. pestis Topo-I inhibition via cleavage products. 360,000 compounds, 0.064% hits. Y. pestis Topo-I cleavage product accumulation, plate reader. activity, % at 10 µM; in the data active means activity above about 50%, passing the limit was not always enough; inconclusive means no clear call, values can overlap the other calls; further: inactives centre near 2
# BoNT-A LC inh2 = inhibitors of Botulinum neurotoxin A light chain protease; inhibition, % at 10 µM; 360,000 compounds, 0.17% hits; multiplex microsphere protease substrate cleavage, flow cytometry; AID 588499; further: plate controls were buffer without enzyme for full effect and enzyme alone for no effect
# TcdB inh = TcdB glycohydrolase inhibition | P18177 | TcdB glycohydrolase enzymatic assay, plate reader | inhibition, % at 9.99 µM | 350,000 compounds, 0.24% hits; in the data active means inhibition above about 10%
# PfHsp40 rescue = rescue of PfHsp40-mediated yeast toxicity; growth rescue, % at 12.5 µM; 340,000 compounds, 0.68% hits; S. cerevisiae expressing PfHsp40, growth rescue, ATP luminescence; in the data active means growth rescue above about 28%, passing the limit was not always enough; inconclusive means no clear call, values can overlap the other calls;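 further: yeast W303a lacking pdr1 and pdr3 grown in galactose medium; growth measured after three days at 30 °C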
# BH1578 lux ind = inducers of Vibrio cholerae quorum light production without autoinducers | V. cholerae BH1578 lux reporter, luminescence, 6 h | activation, % at 18.7 µM | 350,000 compounds, 0.16% hits; in the data active means activation mostly above about 9.7%, no sharp cut-off; inconclusive means no clear call, values can overlap the other calls; inactive means mostly below about 3.7%; further: not every result past the cut was called active; inactives centre near 0; reference of the scale not given here
# PrPC surface inh = cell surface PrPC inhibition, primary TR-FRET screen; P04156; TR-FRET read-out; inhibition, % at 13.8 µM; 370,000 compounds, 0.43% hits; AID 720596; in the data active means inhibition above about 24%; further: 0% = median of the test wells and 100% = reference compound wells
# Anthrax LF inh2 = inhibitors of Bacillus anthracis lethal factor protease. P15917. multiplex microsphere protease cleavage assay, LF. inhibition, % at 10 µM. 360,000 compounds, 0.12% hits. AID 588501; further: plate controls were buffer without enzyme for full effect and enzyme alone for no effect
# The depositor's hits bear a star; i = inactive; ? = inconclusive; · = not tested or not shown; & = joins results of further samples. Unless noted, no stated cut-off is given here; in the data, active means inhibition above about 30%; inconclusive means no clear call, values can overlap the other calls; inactive means below that. Some of the compounds tested. The share of hits here may be higher or lower than overall.
SMILES,SARS 3CLpro inh,PriA SSB inh,Y pestis TopoI,BoNT-A LC inh2,TcdB inh,PfHsp40 rescue,BH1578 lux ind,PrPC surface inh,Anthrax LF inh2
CCOC(=O)c1sc(/S(C)=N\S(=O)(=O)c2cccc(Cl)c2)c2c1CCC=C2 (stereo not given),3,·,4,?,1.6,0.0,i,-1,15
C[C@@H]1CN([C@H](C)CO)S(=O)(=O)c2ccc(Br)cc2O[C@@H]1CN(C)Cc1ccc(C(=O)O)cc1,·,·,8,-0.3,-0.4&-0.2,·,-0.3,6,-3
COC(=O)Cc1cc(OC)c(OC)cc1Cc1cc(OC)c(OC)cc1CC(=O)OC,4,-6,-8,0.6,·,-0.4,2.5,-6,-3
COC(=O)C1=C(COc2ccc(F)cc2)NC(=O)NC1c1ccc(C)cc1C (stereo not given),-6,-1,-2,-1.6,·,-0.9,-0.5,10,-5
COc1ccc(OC)c(NC(=O)C2CCCN2C(=O)NC2CCCCC2)c1 (stereo not given),0,-6,0,0.1,1.0,-1.2,-0.2,12,-6
COc1ccc(C(=O)Nc2ccnn2C2CCN(Cc3ccncc3)CC2)cc1,-5,4,2,-4.1,1.6,-0.6,0.2,-3,-2
C=C(C)CSc1ncc(-c2cccc(C(F)(F)F)c2)cn1,5,-108,18,0.2,·,0.6,-0.3,1,-2
COc1ccc(CCNC(=O)CSc2nc(-c3ccco3)cc(C(F)(F)F)n2)cc1,-5,-3,4,-0.3,·,0.9,i,-6,-1
CN1CCN(S(=O)(=O)c2cccc(C(=O)N(C)CC(=O)Nc3ccc(Cl)c(Cl)c3)c2)CC1,·,-8,-10,1.1,2.0,-2.0,-0.9,6,-6
CC(C)(C)NC(=O)CSc1nnc(-c2ccccc2)c(-c2ccccc2)n1,1,0,27,-0.2,·,0.4,i,·,3
COc1ccccc1CCNC(=O)CCNS(=O)(=O)c1ccc(NC(C)=O)cc1,·,-13,-3,-3.5,1.4,-0.8,0.3,-3,2
COc1ccccc1/C=C(/NC(=O)c1ccc(Cl)cc1Cl)C(=O)O,3,-1,-10,-1.8,0.6,0.7,0.6,-6,-6
O=C(c1ccc2ccccc2c1)N1CCN(S(=O)(=O)/C=C/c2ccccc2)CC1,5,0,43,0.3,1.3,2.8,-0.3,-5,-2
O=C(NC(=O)C(F)(F)F)Nc1ccc(S(=O)(=O)Nc2nccs2)cc1,0,-19,-1,-4.0,0.6,-1.1,-0.4,0,-2
COc1ccccc1/C=C/CN1CCCC(CCC(=O)NCc2ccccc2F)C1 (stereo not given),3,-6,15,0.8,1.2,-0.8,i,-9,2
Cc1cccc(-n2c(CN3C(=O)c4ccccc4C3=O)nc3ccccc3c2=O)n1,0,1,-12,-0.6,·,0.7,10,4,-1
O=C(O)CCC(NC(=O)c1ccc(Cl)cc1)C(=O)O (stereo not given),-3,-7,9,-0.6,0.5,-0.7,-0.5,3,-4
CCNC(=S)/N=C(/Nc1ccccc1)Nc1nc(C)cc(C)n1,1,·,24,-12,0.9,·,-0.4,-4,1
Nc1cc(=O)[nH]c(SCCNS(=O)(=O)c2ccccc2)n1,1,-10,4,0.0,·,-0.1,i,3,3
O=C(c1ccc(Cl)s1)N1CCN(c2nc3ccccc3s2)CC1,-6,-10,4,-0.4,-0.6,-0.5,-0.2,4,-6
COc1ccc(CCNS(=O)(=O)c2cccc(F)c2)cc1OC,-1,3,0,2.2,·,-0.3,i,-1,-1
O=C(O)c1nonc1-c1nonc1C(=O)O,-4,-8,10,0.1,0.3,-1.3,-1.6,3,2
COc1ccccc1CCC(=O)Oc1ccccc1C#N,-1,-7,18,1.3,-1.0,1.8,-3.9,2,-1
O=C(CN1CCN(S(=O)(=O)c2ccccc2F)CC1)Nc1ccccc1C(=O)c1ccccc1,4,2,-9,-0.6,1.3,-0.7,-0.2,-5,-4
C/C(=N\NC(=O)CN1CCN(S(=O)(=O)c2ccc(C)cc2)CC1)c1ccncc1,-2,·,0,-1.3,2.0,1.5,i,10,-3
COc1ccc(-c2sc3ccc(N4CCOCC4)cc3c2C#CC2(O)CCCCC2)cc1,·,8,4,2.4,0.9,-0.3,-0.4,-6,-6
CCN(CC(=O)Nc1ccccc1OC)C(=O)C1CCCC1,·,12,3,?,1.0,0.5,-2.7,3,-5
CC1CN(Cc2cn(C)nc2-c2ccc(Oc3ccccc3)cc2)CCN1C (stereo not given),4,6,1,1.3,·,0.0,-0.2,8,-1
CN1N=C(C(C)(C)C)CC1=O,5,4,·,·,-1.5,-0.4,·,-1,·
Cc1ccc(NC(=S)NCCN2CCOCC2)cc1C,4,-1,4,-2.0,·,-1.0,-1.7,-8,2
COc1ccc(NC(=S)Nc2ccccc2SC)c(OC)c1,4,12,6,-0.2,-4.8,-0.4,-0.3,11,-5
CN(C)CCCC(C)(O)C(Cc1ccccc1)c1ccccc1 (stereo not given),4,-11,-4,0.4,1.1,-1.0,-0.6,-2,3
CC1Cc2cc(S(=O)(=O)N3CCN(c4ccccc4F)CC3)ccc2N1C(=O)C1CC1 (stereo not given),-1,11,29,-0.1,-0.5,-0.4,i,-7,-2
O=C(NC1CCCCCCC1)c1ccccc1O,0,-17,2,-0.1,·,17,0.9,1,-6
CCOc1cc(N2CCOCC2)c(OCC)cc1NC(=O)CN1C(=O)NC2(CCc3ccccc32)C1=O (stereo not given),-1,-19,15,-2.3,·,-0.2,·,3,-3
O=C(CSc1nc2ccc(Cl)cc2[nH]1)c1cccs1,2,0,-3,0.1,0.9,0.6,i,5,-3
Cc1nc(SCC(=O)NC(=O)NCCC(C)C)c2c(-c3cccs3)csc2n1,0,12,12,-0.4,·,-1.1,-0.3,-6,0
Cc1ccccc1CCNC(=O)CCn1nc(C)c2c(C)n(-c3ccccc3)nc2c1=O,0,7,15,-0.3,4.8,-1.5,-0.3,-2,-1
Cc1cccc(C)c1NC(=O)c1ccccc1C(=O)O,1,-25,-5,-1.8,-0.1,-2.4,·,-3,-1
CCOc1ccccc1NC(=O)C(CC)Sc1nc2ccsc2c(=O)n1CCC(=O)O (stereo not given),3,-15,5,0.0,1.8,0.9,-0.3,1,-2
Cc1onc(-c2ccccc2)c1-c1nnc(CN2CCN(S(=O)(=O)c3ccccc3F)CC2)o1,·,-1,15,-0.8,0.5,0.7,0.5,5,-2
COc1ccc(NC(=O)c2ccc(-n3cncn3)c([N+](=O)[O-])c2)cc1,1,-7,-1,-0.3,0.6,0.1,0.5,-16,-2
Nc1ccccc1-c1ccccc1N,0,-3,-2,0.2,1.3,-0.7,2.5,-2,-1
Cn1cc(S(=O)(=O)Nc2cccc(F)c2)c(=O)n(C)c1=O,0,-8&-7,1,-1.8,0.8,0.6,-0.3,2,-4
O=C(NCC1CCCO1)c1cccc(-n2cnnn2)c1 (stereo not given),-2,-3,-5,0.0,·,-1.3,-7.7,7,-2
CC(C(=O)OCC(=O)Nc1ccccc1OC(F)F)N1C(=O)C2CC=CCC2C1=O (stereo not given),·,·,3,-0.3,0.4,·,i,-2,1
Cc1cc(S(=O)(=O)N(Cc2ccc3c(c2)OCO3)CC2CCCO2)ccc1-n1cnnn1 (stereo not given),0,-4,19,-0.1,·,-2.0,-0.3,-3,1
COC(=O)COc1ccc(S(=O)(=O)Nc2ccc(NC(C)=O)cc2)cc1,2,2,0,-0.3,·,?,-0.3,5,-4
CC[n+]1c(/C=C/N(C)c2ccccc2)sc2ccc(Cl)cc21,-1,-2,12,59*,·,0.6,-0.4,-1,59*
COc1cc(C(=O)NCCc2ccc(F)cc2)ccc1OCC(=O)N1CCOCC1,·,-7,9,·,·,-0.1,-5.6,·,·

# Reformatted tab-delimited: entries from further up.
Compound	SARS 3CLpro inh	PriA SSB inh	Y pestis TopoI	BoNT-A LC inh2	TcdB inh	PfHsp40 rescue	BH1578 lux ind	PrPC surface inh	Anthrax LF inh2
CCOc1ccccc1NC(=O)C(CC)Sc1nc2ccsc2c(=O)n1CCC(=O)O (stereo not given)	3	-15	5	0.0	1.8	0.9	-0.3	1	-2
O=C(O)c1nonc1-c1nonc1C(=O)O	-4	-8	10	0.1	0.3	-1.3	-1.6	3	2
COC(=O)C1=C(COc2ccc(F)cc2)NC(=O)NC1c1ccc(C)cc1C (stereo not given)	-6	-1	-2	-1.6	·	-0.9	-0.5	10	-5
COc1cc(C(=O)NCCc2ccc(F)cc2)ccc1OCC(=O)N1CCOCC1	·	-7	9	·	·	-0.1	-5.6	·	·
Cc1cccc(C)c1NC(=O)c1ccccc1C(=O)O	1	-25	-5	-1.8	-0.1	-2.4	·	-3	-1

# Additional results
SMILES,SARS 3CLpro inh,PriA SSB inh,Y pestis TopoI,BoNT-A LC inh2,TcdB inh,PfHsp40 rescue,BH1578 lux ind,PrPC surface inh,Anthrax LF inh2
CCOc1ccccc1NC(=O)C1=C(C)NC(=O)NC1c1cccc(OC)c1OC (stereo not given),2,-2,10,1.3,0.7,-0.9,i,-7,0
CN1CCCC(OC(=O)c2ccccc2F)C1 (stereo not given),2,-9,-5,-2.4,0.0,-1.8,0.3,5,8
COc1ccc(C(Cl)=C(c2ccc(OC)cc2)c2ccc(OC)cc2)cc1,2,-3,-1,-0.8,0.0,-0.7,0.5,-3,-3
Cc1ccc(C)c(OCC(=O)Nc2cccc(S(=O)(=O)NC3=NCCCCC3)c2)c1,-5,49*,26,1.8,0.2,0.1,i,14,1
COc1ccc(-c2nc(CS(=O)(=O)CC(=O)NCCc3ccccc3)c(C)o2)cc1,0,-16,6,-1.3,0.3,6.2,0.4,6,0
Cc1cc(NS(=O)(=O)c2ccc(NC(=O)c3ccco3)cc2)nc(C)n1,5,-8,4,-3.8,·,1.1,-3.0,-2,-1
COc1ccc(CN2C(=O)c3ccccc3C2=O)cc1C(=O)OC(C)C(=O)NC(N)=O (stereo not given),-3,-2,21,0.4,1.5,2.4,-0.3,0,-2
Cc1cc(C)nc(SCc2cn3cc(Cl)ccc3n2)n1,2,-23,-1,2.2,1.9,1.1,-0.5,-5,0
Cc1c(-n2c(SCC(=O)C(C)(C)C)nc3ccccc3c2=O)c(=O)n(-c2ccccc2)n1C,3,7,9,0.3,0.4,0.5,-0.4,0,-2
CC(NC(=O)CCc1nnc(C2CCCCC2)o1)c1ccc(F)cc1 (stereo not given),4,3,-1,0.9,0.2,0.3,·,3,1
CCC(CC)NC(=O)COC(=O)c1cccc(C)c1O,5,-3,5,-2.7,0.3,-0.6,0.3,2,-9
O=S(=O)(Nc1cccc(S(=O)(=O)N2CCCCC2)c1)c1ccccc1F,·,-6,-1,0.0,6.1,-1.3,26*,2,-13
CC(=O)Nc1ccc(CN2CCN(CCC(C)C)C(CCO)C2)cc1 (stereo not given),-3,-7,13,-0.7,0.3,1.2,-0.3,-8,-6
Cc1ccc(-c2ccc(CN3C(C(C)C)C(=O)N(Cc4cn(CC5CCCCC5)nn4)CCS3(=O)=O)cc2)cc1 (stereo not given),·,·,4,-0.2,-2.4,·,0.5,6,0
CCCn1c2ccccc2c2cnn(CC(=O)NCCN(C)C)c(=O)c21,-3,2,2,-7.9,1.4,-1.9,i,-2,4
CSCCC(NS(=O)(=O)c1ccc(Cl)cc1)C(=O)OCC(=O)N(C(C)C)C(C)C (stereo not given),-4,-13,3,-0.7,3.8,0.3,-0.2,2,-3
COc1ccc(C(=O)NNC(=S)NC(=O)c2cccs2)cc1,4,9,-10,-0.1,1.3,0.0,i,4,3
Clc1ccc(OCc2nn3c(-c4ccccc4)nnc3s2)c(Cl)c1,4,-14,4,0.2,·,0.1,-1.0,5,-4
CCCc1nn2c(=O)cc(CSCC(=O)Nc3ccccc3OC)nc2s1,4,-11,0,-0.4,1.2,-0.2,-0.3,-2,1
CCC(C)NC(=O)C(Cc1ccccc1)NS(=O)(=O)c1ccc2c(c1)CCC(=O)N2 (stereo not given),0,-10,7,1.6,1.1,1.1,i,-2,2
CCN(CC)c1ccc(C=Nc2ccccc2)c(O)c1,2,5,-11,26,·,0.8,-2.2,-4,25
